# Screens: PubChem, several laboratories
# PLC-gamma1 inh – blocks human PLC-gamma1 enzyme activity. P19174. purified PLC-gamma1, fluorogenic substrate, fluorescence. inhibition, % at 12.2 µM. actives 0.84% (n = 370,000). AID 720700; in the data active = inhibition above about 9.5%
# hcDAF-12 act – H. contortus DAF-12 activation, primary screen; HEK293 hcDAF-12 lit1-tk-luc reporter, luminescence; 0% DMSO, 100% Δ7-dafachronic acid; activation, % at 6.8 µM; actives 1.4% (n = 370,000); AID 652067;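 active = activation above the mean of all tested compounds plus 3 SD, cut at about 5.5% in these data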;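 note: 100% = response to 3 µM Δ7-dafachronic acid high control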
# SMARCA2 activ – increases SMARCA2 function in MMTV reporter cells | activation, % at 9.1 µM | actives 1% (n = 370,000) | MG213 cells, MMTV-luciferase reporter, dexamethasone, overnight; in the data active = activation above about 7.8%;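 note: 0% = vehicle wells and 100% = reference activator wells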
# ssDAF12 agonist – activators of S. stercoralis DAF-12 nuclear receptor; HEK293 ssDAF-12/GRIP1 lit1-tk-luc reporter, luminescence; % of 3 µM dafachronic acid response; activation, % at 6.8 µM; actives 1% (n = 370,000);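 active = activation above the mean over all tested compounds plus 3 SD, cut at about 0.9% in these data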;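 note: 0% = DMSO-only wells and 100% = 3 µM delta7-dafachronic acid wells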
# DAX1 inh-1 – inhibitors of DAX1 repression of SF-1 activated StAR promoter; HEK293T StAR-luciferase reporter, SF-1/DAX-1 repression relief; inhibition, % at 6.8 µM; actives 1.1% (n = 370,000); AID 652010;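 active = inhibition above the mean over all tested compounds plus 3 SD, cut at about 3.6% in these data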;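 note: 0% = DAX-1 cells with DMSO and 100% = cells lacking DAX-1 with DMSO; higher inhibition means more luminescence from relief of DAX-1 repression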
# DAX1 inh-2 – inhibits human nuclear receptor DAX1. P51843. HEK293 Gal4-DAX1 luciferase reporter, luminescence. inhibition, % at 6.75 µM. actives 0.99% (n = 340,000). AID 504766;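 active = inhibition above the mean over all tested compounds plus 3 SD, cut at about 4.2% in these data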;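 note: 0% = DAX1-transfected cells with DMSO and 100% = empty-vector control cells with DMSO; inhibition shows as a rise in luminescence from relieved DAX1 repression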
# ADAM17 inh – inhibits human ADAM17; P78536; recombinant ADAM17, EDANS/DABCYL FRET peptide cleavage; inhibition, % at 6.95 µM; actives 0.83% (n = 370,000); AID 720648;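 active = inhibition above the mean of compounds lying between control limits plus 3 SD, set per campaign, cut at about 8.5% in these data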;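 note: 0% = DMSO-only wells as the low control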
# PLC-beta3 inh – PLC-beta3 (human) inhibition, primary screen; inhibition, % at 12.2 µM; Q01970; Purified PLC-beta3, fluorogenic substrate, fluorescence; actives 0.18% (n = 370,000); in the data active = inhibition above about 11%;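 note: 0% = median of compound wells on plate and 100% = full blocker control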
# MBD2 inh – MBD2-methylated oligo binding inhibition; actives 0.31% (n = 370,000); inhibition, % at 4.4 µM; TR-FRET, MBD2 binding to methylated oligonucleotide; Q9UBB5; in the data active = inhibition above about 13%
# Target sequence (Q9UBB5 whole entry, looked up): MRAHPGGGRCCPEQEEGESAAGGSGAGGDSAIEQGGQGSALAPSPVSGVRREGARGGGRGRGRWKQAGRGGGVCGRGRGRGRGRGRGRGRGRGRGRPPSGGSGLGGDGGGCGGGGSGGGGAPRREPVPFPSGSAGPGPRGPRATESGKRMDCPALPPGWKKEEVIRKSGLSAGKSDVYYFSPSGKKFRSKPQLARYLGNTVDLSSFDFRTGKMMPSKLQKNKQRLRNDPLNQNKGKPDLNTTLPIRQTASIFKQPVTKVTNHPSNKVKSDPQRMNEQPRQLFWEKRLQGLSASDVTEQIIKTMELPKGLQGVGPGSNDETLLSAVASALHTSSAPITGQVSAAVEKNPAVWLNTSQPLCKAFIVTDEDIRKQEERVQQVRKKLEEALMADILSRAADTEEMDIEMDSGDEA
# Rev-erbA mod – modulates human Rev-erb alpha binding to DNA; activity, % at 10 µM; P20393; actives 0.79% (n = 370,000); AID 1259318; Rev-erbα–FITC-DNA binding, fluorescence polarization, 90 min;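 active = activity above about 14%, limit read from the data; passing the limit was not always enough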;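 note: 0% = DMSO wells with 35 nM protein and 100% = DMSO wells with 750 nM protein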
# Target sequence (P20393 whole entry, looked up): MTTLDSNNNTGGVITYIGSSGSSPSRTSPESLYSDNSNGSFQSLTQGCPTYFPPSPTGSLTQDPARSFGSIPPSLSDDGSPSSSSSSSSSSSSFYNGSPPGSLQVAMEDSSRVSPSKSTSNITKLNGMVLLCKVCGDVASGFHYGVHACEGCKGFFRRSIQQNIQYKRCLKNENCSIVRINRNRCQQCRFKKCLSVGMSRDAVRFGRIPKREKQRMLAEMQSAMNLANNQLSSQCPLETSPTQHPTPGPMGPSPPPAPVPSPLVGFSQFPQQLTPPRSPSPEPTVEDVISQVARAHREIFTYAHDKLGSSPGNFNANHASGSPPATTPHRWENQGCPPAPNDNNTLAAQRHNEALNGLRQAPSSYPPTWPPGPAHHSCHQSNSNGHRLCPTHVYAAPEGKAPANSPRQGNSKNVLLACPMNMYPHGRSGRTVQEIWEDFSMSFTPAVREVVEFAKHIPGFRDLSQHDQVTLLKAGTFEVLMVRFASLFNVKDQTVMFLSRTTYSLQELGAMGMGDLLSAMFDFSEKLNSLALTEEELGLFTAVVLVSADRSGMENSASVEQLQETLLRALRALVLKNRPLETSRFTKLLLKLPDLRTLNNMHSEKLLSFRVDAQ
# hgDAF12 agonist – activates the H. glycines DAF-12 receptor ligand-binding domain; actives 1.8% (n = 370,000); HEK293 GAL4-hgDAF12 UAS-luciferase reporter, agonist luminescence; normalized to butyrate control; activation, % at 6.8 µM; AID 687014;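 active = activation above a cutoff set at the mean of all screened compounds plus 3 SD, cut at about 10% in these data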;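 note: 0% = DMSO wells and 100% = sodium butyrate wells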
# * hit, by the source's call; / = no result given. Compounds as they come; about 7.4% have a hit in one of these screens.
SMILES,PLC-gamma1 inh,hcDAF-12 act,SMARCA2 activ,ssDAF12 agonist,DAX1 inh-1,DAX1 inh-2,ADAM17 inh,PLC-beta3 inh,MBD2 inh,Rev-erbA mod,hgDAF12 agonist
O=C(c1ccc(-c2ccc([N+](=O)[O-])cc2)o1)N1CCCCCCC1,-11.2,0.6,0.4,-1.1,0.6,-0.6,-4.6,-25.2,1.8,1.1,0.4
O=C(NCc1ccco1)C1CCN(c2nnc(-n3cccc3)s2)CC1,-0.9,-1.5,-0.8,-1.3,0.7,-0.5,-0.3,5.8,0.3,-11.6,1.6
O=C(CCc1nnc2ccc(NCc3ccccc3)nn12)NCC1CCN(C2CCCC2)C1 (stereo not given),-7.3,-0.9,-3.6,-1.1,0.3,0.2,-4.1,-10.1,1.0,0.6,2.8
NS(=O)(=O)c1cccc(NC(=O)CSc2nn(-c3ccccc3)c(=S)s2)c1,-0.1,-1.0,-3.1,-1.3,-0.6,-0.6,2.9,1.1,1.7,5.8,-1.3
Nc1cccc2cccc([N+](=O)[O-])c12,-4.9,0.3,-3.1,-0.1,-2.5,-0.1,7.0,-5.8,-15.0,5.8,-1.6
Cc1cc(C(=O)CN2CCN(CC(=O)Nc3cccc(F)c3)CC2)c(C)n1C1CC1,-5.3,-2.4,3.5,-1.2,0.3,0.5,2.4,-10.5,-5.2,-0.3,-1.9
COc1cc(OC)cc(C(=O)Nc2ccc3c(c2)n(C)c(=O)n3C)c1,-3.0,-1.2,0.2,-0.4,0.1,0.9,-3.2,-7.6,-0.7,-3.9,-2.5
COc1cc(NC(=S)NCc2ccc(S(N)(=O)=O)cc2)c(OC)cc1Cl,-2.8,-2.1,-0.6,-1.3,0.5,0.8,1.1,0.1,0.1,-2.1,0.2
NNC(=O)c1[nH]c(-c2ccccc2)cc1-c1ccccc1,-15.4,-0.9,-1.6,-1.2,-0.1,3.3,-1.6,-32.5,1.6,-1.3,0.6
COc1ccccc1N1CCN(C(=O)c2ccc3c(=O)n4c(nc3c2)CCCCC4)CC1,-5.4,-0.5,-2.4,-1.1,0.3,0.7,-2.1,-4.5,0.9,-1.8,-2.5
CC1CCCCC1NC(=O)c1ccc(-n2cncn2)cc1 (stereo not given),-3.0,0.5,-1.4,-1.5,1.7,-0.1,-1.7,0.1,4.0,2.7,4.2
Cc1nc(C(F)(F)F)nc(Nc2ccc(Br)cc2)c1C#N,-0.3,2.2,-1.1,-0.4,-0.3,1.9,-0.8,-0.7,-3.4,8.2,2.3
CC1(C)NC(=O)N(CCOCCOc2ccc3ccccc3c2Br)C1=O,-2.9,2.0,0.5,-1.2,-0.2,1.5,-2.2,-0.5,0.8,-3.9,-0.1
COc1ccc(N2C(=O)c3ccccc3NC23CCC(C)CC3)cc1 (stereo not given),-5.2,2.2,4.3,-0.9,0.9,0.8,-9.0,-7.4,-0.8,-2.7,12.8*
Cc1ccsc1C(=O)OCc1nnc(-c2ccccc2)o1,0.2,1.0,3.0,-0.8,4.0*,1.7,-7.0,-7.7,2.3,-4.2,2.1
CCCC(=O)Nc1ccc2nc(SCC(=O)Nc3nccs3)sc2c1,2.8,-0.7,-1.7,-0.1,0.1,-1.3,-4.7,-1.8,3.4,0.7,-1.1
CCSC1=C(C#N)C(c2ccc(F)cc2)CC(=O)N1 (stereo not given),-0.1,1.9,-0.9,-1.4,0.3,0.9,-2.0,-2.4,4.1,1.9,2.2
O=C(O)/C=C/C(=O)N1CCN(C(c2ccccc2)c2ccccc2)CC1,-1.0,-0.9,-2.8,-1.1,-0.2,1.2,-6.6,-9.8,1.1,2.8,-0.2
COc1ccc(NC(=O)COC(=O)c2cc(OC)c(OC)cc2NC(=O)c2ccco2)cc1OC,1.1,-0.7,-0.8,-1.3,0.4,0.4,-4.7,-6.0,0.8,-6.1,0.7
NC1=NC(c2cccc(Cl)c2)N(CCc2ccc(F)cc2)C(N)=N1 (stereo not given),3.4,-1.4,-3.6,-1.3,-0.2,1.4,-3.4,-1.6,2.3,-0.2,0.4
O=C(N=C1N(CC2CC2)CC2(C=C3CCCCC3n3c(=O)n(-c4ccccc4)c(=O)n32)N1C(=O)OCc1ccccc1)c1ccccc1 (stereo not given),1.0,-1.9,-3.8,-1.0,-0.4,/,4.1,2.4,1.2,6.0,1.1
COc1cc(/C=N/O)c(Br)cc1OCC(=O)Nc1ccccc1C,-1.9,-1.9,0.9,-1.7,-0.4,-1.1,-2.7,2.1,-0.9,-0.6,-0.1
S=C(NC1CCCCC1)N1CCN(c2ccccn2)CC1,-2.3,-0.9,-1.2,-1.7,-0.2,-1.4,-4.2,-4.3,3.7,-6.3,-2.4
COc1ccc(Nc2nc3ccccc3n3cnnc23)cc1,-8.1,-1.5,-3.3,-1.9,-0.8,0.1,-2.7,-13.8,4.2,-8.2,-1.6
CCOc1ccc(N/C(SCc2cccc([N+](=O)[O-])c2)=C(/C#N)C(N)=O)cc1,1.0,-1.3,1.7,-0.8,-1.8,0.1,4.9,-5.3,1.3,-2.5,1.7

# Records above marked active in DAX1 inh-1.
Compound,PLC-gamma1 inh,hcDAF-12 act,SMARCA2 activ,ssDAF12 agonist,DAX1 inh-1,DAX1 inh-2,ADAM17 inh,PLC-beta3 inh,MBD2 inh,Rev-erbA mod
Cc1ccsc1C(=O)OCc1nnc(-c2ccccc2)o1,0.2,1.0,3.0,-0.8,4.0*,1.7,-7.0,-7.7,2.3,-4.2

# (list continues)
SMILES,PLC-gamma1 inh,hcDAF-12 act,SMARCA2 activ,ssDAF12 agonist,DAX1 inh-1,DAX1 inh-2,ADAM17 inh,PLC-beta3 inh,MBD2 inh,Rev-erbA mod,hgDAF12 agonist
CCOc1cc(/C=C2/NC(=O)NC2=O)cc(Br)c1OCc1ccc(C(=O)O)cc1,-14.6,-1.8,-2.8,-1.1,0.0,1.2,-5.4,-20.4,0.3,-0.4,-2.3
N#Cc1ccc(N2CCOCC2)nc1,-0.5,-0.8,-1.6,-1.0,0.2,1.3,0.2,-4.0,1.3,2.7,-1.2
O=C1c2ccccc2NC(c2ccc(-c3ccccc3F)o2)N1O (stereo not given),-23.3,0.3,2.8,-0.6,0.7,2.4,-7.8,-34.5,-4.2,23.7*,7.1
Cc1ccc(C2=C/C(=C/c3cccnc3)C(=O)O2)c(C)c1,-20.6,0.3,-3.5,-0.7,0.1,0.0,-9.0,-27.0,4.2,-4.3,-0.2
c1ccc2c(Nc3nc(-c4ccncc4)nc4ccccc34)cccc2c1,-36.9,0.8,-4.1,-1.1,-0.4,/,-4.0,-45.2,-1.5,-9.3,0.4
CC1=C(C(=O)OCc2ccccc2)C(c2ccccc2Cl)NC(=O)N1CCCC(=O)O (stereo not given),-1.8,-1.1,0.2,-1.0,0.1,-0.1,-2.7,3.2,-3.2,-4.4,-0.8
CCCS(=O)(=O)N1CCCC(C(=O)Oc2ccc(Cl)cc2)C1 (stereo not given),0.6,0.4,-0.5,-0.7,0.0,1.3,-0.9,-3.5,-0.1,-1.8,0.0
COC(=O)c1ccc(C2C(C#N)=C(N)Oc3cc(O)ccc32)cc1 (stereo not given),-10.1,-1.8,-0.4,-0.8,-0.4,2.6,0.9,-17.6,-3.7,8.1,-1.5
Cc1ccc(NC(=S)Nc2c(C)n(C)n(-c3ccccc3)c2=O)cc1Cl,1.6,-1.7,-1.3,-0.3,-0.1,-0.1,-1.7,-8.3,2.9,2.9,1.4
CS(=O)(=O)N(Cc1ccc(Cl)cc1)c1ccc(C(=O)NCCSCc2ccco2)cc1,9.7*,-2.5,-1.1,-1.3,-0.8,0.2,6.9,-0.1,-1.5,6.5,-0.5
COc1ccc(C(=O)N2CC3(C)C4CCC3(C)C2(C#N)C4)cc1OC (stereo not given),0.3,-1.0,-0.3,-1.8,-0.3,-0.2,-4.7,-3.2,-4.2,-5.1,-2.3
CCc1nnc(NC(=O)CSc2nccn2-c2cc(C)cc(C)c2)s1,5.6,-1.4,-5.1,-1.1,1.6,1.9,2.0,2.1,1.7,-0.5,-2.7
COc1ccc(C(=O)NC(=S)Nc2ccc3[nH]c(=O)[nH]c3c2)cc1,1.9,-1.0,-2.5,-1.2,-0.4,0.2,-0.7,-6.2,2.1,0.3,0.1
CCCNC(=O)C1(C)CCCN(Cc2ccc(C(F)(F)F)cc2)C1 (stereo not given),-3.6,-1.4,-0.3,-1.6,-0.3,/,0.9,1.8,-4.7,7.6,-0.5
Cc1ccc(S(=O)(=O)Nc2ccc3oc(=O)sc3c2)c(C)c1,3.1,-1.3,-2.9,-1.5,-1.2,-0.6,6.1,1.4,2.0,-4.5,-2.1
Cc1ccn2c(=O)nc(SCC(=O)Nc3cc(C)on3)nc2c1,-8.5,0.7,-0.7,-1.0,-0.6,-1.0,-7.0,-12.3,-2.4,3.4,-1.9
O=C(O)C1CCCCC1C(=O)Nc1cccc(C(=O)N2CCCCC2)c1 (stereo not given),0.1,-3.2,-0.9,-1.8,0.0,1.3,-0.2,3.1,0.1,0.7,-0.7
CCOC(=O)c1ccc(NC(=S)NCCC2=CCCCC2)cc1,-5.8,-2.5,-4.2,-1.0,-0.6,-0.8,6.7,-5.2,2.2,-1.3,-1.3
Cc1c(NC(=O)c2ccc(S(=O)(=O)N3CC(C)OC(C)C3)cc2)c(=O)n(-c2ccccc2)n1C (stereo not given),6.1,1.9,-3.7,-0.5,-0.3,1.6,-0.5,3.9,2.1,3.5,-1.1
O=[N+]([O-])c1cccnc1N1CCN(c2ccc(F)cc2)CC1,-1.1,0.7,-0.1,-1.6,0.5,-0.7,-0.3,-7.4,-4.6,-1.4,1.9
Cc1cc(C(=O)N/N=C/c2cc(Br)cc(Br)c2OC(=O)c2cccc(F)c2)n[nH]1,-3.5,-0.5,-2.4,-0.6,-0.3,0.5,-3.1,-6.8,3.5,0.5,1.3
Cc1cc(CSc2ccccc2)ccc1NC(=O)c1ccc(CN2CCOCC2)cc1,0.1,-5.1,-6.2,-3.1,-3.3,-4.1,-3.7,-2.8,-5.5,0.6,-8.4
COCCNC(=S)c1ccc(Br)cc1,2.6,-1.4,-1.9,-0.9,-0.2,0.4,-5.2,-7.6,-2.2,1.2,-0.1
O=C(Nc1ccccc1)c1cc2ccccc2o1,-3.0,12.8*,12.6*,1.9*,3.5,-0.6,-3.3,2.2,3.7,2.0,18.6*
COc1ccc(Cn2c(=O)[nH]c3cc(C(=O)NCCCN4CCCCC4)ccc3c2=O)cc1,-28.3,1.8,-1.4,-0.8,1.6,0.3,-7.7,-42.0,-0.4,1.5,2.0
COc1ccc(CC(=O)NCc2nnc(SCCOc3ccccc3)n2C)cc1,-2.3,-1.9,-0.8,-1.1,-1.1,-1.5,-6.0,-0.2,-7.6,1.4,3.0
CCn1c(COc2ccc3c(c2)OCO3)nnc1SCC(=O)c1ccccc1,2.4,2.8,-0.5,-1.2,-0.2,-0.3,-4.1,2.1,-2.7,2.8,-0.5
Cc1ccc(S(=O)(=O)N(Cc2ccccc2)c2ccccn2)cc1[N+](=O)[O-],-1.8,-1.9,-2.5,-1.1,-0.4,-1.4,7.2,-2.5,-1.7,8.7,-1.9
